LmPK inhibitor – qHTS Assay for Inhibitors of Leishmania Mexicana Pyruvate Kinase (LmPK); Q27686; purified LmPK, Kinase-Glo ATP luminescence, 1 h; Potency, µM (top dose mostly 57.5 µM), without a hit: at the highest dose activity change, negative = inhibition, actives largely listed as inhibitors; 290,000 compounds, 0.37% hits; AID 1721, 2009; also: potency is read from the fitted curve at half-maximal effect; % is scaled to controls: 0 for no effect and ±100 for the full control effect
Target sequence (Q27686 whole entry, looked up): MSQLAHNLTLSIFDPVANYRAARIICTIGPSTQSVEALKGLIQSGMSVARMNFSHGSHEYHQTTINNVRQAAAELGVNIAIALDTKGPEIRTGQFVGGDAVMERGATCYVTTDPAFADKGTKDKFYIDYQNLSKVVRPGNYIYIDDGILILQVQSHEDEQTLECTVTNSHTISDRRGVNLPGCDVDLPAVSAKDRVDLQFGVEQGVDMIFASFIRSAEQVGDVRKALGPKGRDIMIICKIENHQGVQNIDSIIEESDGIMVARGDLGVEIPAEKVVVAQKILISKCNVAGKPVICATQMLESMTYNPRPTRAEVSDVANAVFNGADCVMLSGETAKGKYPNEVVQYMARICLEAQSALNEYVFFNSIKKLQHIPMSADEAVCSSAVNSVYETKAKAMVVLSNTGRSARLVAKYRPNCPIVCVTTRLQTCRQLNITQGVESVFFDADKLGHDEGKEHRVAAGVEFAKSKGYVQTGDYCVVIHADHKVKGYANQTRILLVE
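ATP generated from ADP (0.1 mM) and PEP (0.5 mM) by 0.1 nM LmPK over 1 h at room temperature (pH 7.2 imidazole buffer) was detected by coupled luciferase luminescence. Values were normalized to uninhibited and no-enzyme wells.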
Pf growth 48h – Primary qHTS for delayed death inhibitors of the malarial parasite plastid, 48 hour incubation. P. falciparum luciferase growth in erythrocytes, 48 h. Potency, µM (titrated, usually from 28.7 µM), for the others: top-dose activity change, negative = inhibition, hits mostly inhibitors. 310,000 compounds, 5.9% hits. AID 504832, 2011; also: potency is read from the fitted curve at half-maximal effect; % is scaled to controls: 0 for no effect and ±100 for the full control effect
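In quantitative HTS format, infected erythrocytes bearing luciferase-reporter parasites were treated for a single generation at 37 C. Luminescence after adding detection reagent served as the growth measure.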
CHX counter – Cycloheximide Counterscreen for Small Molecule Inhibitors of Shiga Toxin. cell reporter, cycloheximide protein synthesis inhibition counterscreen. max response, %. 300,000 compounds, 12% hits. AID 2314, 2010; in the data active = max response mostly above about 13%, no sharp cut-off; inactive = mostly below about 14%; also: read at 38.3 µM for the half of the compounds with a filed dose; 0% is about no effect
Shiga toxin inh – A qHTS for Small Molecule Inhibitors of Shiga Toxin; Vero cells, Shiga toxin protein synthesis inhibition reporter; 290,000 compounds, 9.2% hits; inhibition, % at 38.7 µM; in the data active = inhibition mostly above about 28%, no sharp cut-off; inactive = mostly below about 43%; also: 0% is about no effect
TbPYK inhibitor – qHTS of Trypanosoma Brucei Inhibitors. TbPYK enzyme, Kinase-Glo Plus ATP luminescence, 45 min. Potency, µM (series often up to 76.8 µM), for inactives: at the top dose activity, negative = inhibition, actives largely listed as inhibitors. 410,000 compounds, 0.12% hits. AID 624173, 2012; also: potency is read from the fitted curve at half-maximal effect; % is scaled to controls: 0 for no effect and ±100 for the full control effect; nearly all actives have a fitted effect of over 50% in size
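Quantitative HTS: titrated library compounds versus trypanosomal pyruvate kinase in TEA buffer (pH 7.2) containing KCl, MgCl2, BSA and Tween-20. Reactions were initiated with ADP, 130 uM final. Kinase-Glo Plus luminescence was read after 45 min at RT.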
Pf growth 96h – Primary qHTS for delayed death inhibitors of the malarial parasite plastid, 96 hour incubation. P. falciparum luciferase reporter growth, 96 h. Potency, µM (series often up to 28.7 µM), without a hit: at the top dose activity change, negative = inhibition, actives largely listed as inhibitors. 320,000 compounds, 6.9% hits; also: potency is read from the fitted curve at half-maximal effect; % is scaled to controls: 0 for no effect and ±100 for the full control effect
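Two-generation exposure (96 h) targets delayed-death phenotype. Reporter parasites carrying integrated firefly luciferase, in red cells at 2% hematocrit and 0.05% parasitemia final, kept at 37 C, 5% CO2; luminescence loss indicates inhibition.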
HCV inhibitor – qHTS Assay for Inhibitors of Hepatitis C Virus (HCV); Huh7.5.1 HCVcc-Cre infection, luciferase reporter, 44 h; Potency, µM (top dose mostly 41.8 µM), inactives show top-dose activity change, negative = inhibition, hits mostly inhibitors; 340,000 compounds, 3.4% hits; also: potency is read from the fitted curve at half-maximal effect; % is scaled to controls: 0 for no effect and ±100 for the full control effect
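Cells (1,000/well) were plated 4 h before compound, then infected with HCVcc-Cre virus (~0.5 moi). After 44 h further culture, infection was read as luciferase luminescence following a 15 min substrate incubation at room temperature.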
* marks the source's active call; other numbers are inactive results; ? = inconclusive; nt = not tested or not shown; [ ] = dose if it differs, or a comment. Unless noted, calls follow the shape of the dose curve; as a rule, active = well fitted curve in the direction sought with a large enough effect; inconclusive = small, poorly fitted or top-dose-only effect, or another doubt; inactive = no such curve, though single readings can be large; an effect the other way counts as inactive or inconclusive. No enrichment for hits; 24% or so of the library scored in one or more.

SMILES | LmPK inhibitor | Pf growth 48h | CHX counter | Shiga toxin inh | TbPYK inhibitor | Pf growth 96h | HCV inhibitor
Cc1oncc1-c1csc(-c2ccccc2Cl)n1 | -5.7% | 18.6% | 8.9 | 121.3* | -0.8% | 105.5%[activator] | ?
O=C1CC(C(F)(F)C(F)(F)C(F)(F)C(F)(F)F)=Nc2ccccc2N1 | -3.2% | ? | 1.3 | 4.6 | 5.3% | 89.5%[activator] | 9.0%
Cc1cccc(NS(=O)(=O)c2ccc(C)c(C(=O)NCc3ccccn3)c2)c1 | nt | 1.8% | nt | nt | -1.5% | -10.9% | ?
Cc1ccc(C(=O)CSC2=NC(N)=C(C#N)C3(CCCCC3)C2C(N)=O)cc1 (stereo unspecified) | 3.0% | -14.0% | 2.5 | 29.5 | nt | -28.3% | -29.8%
CCOc1ccc(N2CC(C(=O)NCCc3ccccc3)CC2=O)cc1 (stereo unspecified) | -0.7% | 8.9% | -3.4 | 21.3 | -2.0% | ? | 4.8%
N/C(CN1CCSCC1)=N\OCc1c(F)cccc1Cl | 0.9% | -12.5% | 12.5 | 48.9* | -1.9% | 6.4% | 20.4%
CN(N=Nc1ccc([N+](=O)[O-])cc1)c1ccccc1 | -4.0% | 90.5%[activator] | 68.2* | 54.5* | 6.5% | 161.4%[activator] | -3.7%
COc1ccc(C2C(C(=O)Nc3cc(C)on3)c3ccccc3C(=O)N2C)cc1OC (stereo unspecified) | -2.7% | ? | -0.1 | -15.3 | -28.1% | ? | 26.7%
COc1ccc(OC)c(C2C(C#N)=C(N)Oc3cc(N)ccc32)c1 (stereo unspecified) | -0.1% | ? | -0.3 | -11.2 | 2.5% | ? | -27.7%
CCn1c(=O)c(C(=O)NCc2ccccc2)c(O)c2ccccc21 | 9.3% | ? | -2.4 | -1.9 | 1.2% | 111.7%[activator] | ?
Oc1ccc(C=NC2CCCCC2)c(O)c1 | -5.4% | 8.8% | 2.7 | -2.1 | 2.2% | 10.4µM* | 1.4%
Cc1cc(C)n(-c2nnc(C)n2/N=C/c2ccco2)n1 | -1.9% | nt | -3.8 | -12.0 | 7.3% | ? | 21.2%
Cn1nnnc1Sc1ncnc2scc(-c3cccs3)c12 | nt | ? | nt | nt | -23.5% | ? | nt
Cc1cc(NC(=O)COC(=O)CCS(=O)(=O)c2ccc(Cl)cc2)no1 | -2.3% | 18.9% | -5.5 | 4.9 | 0.0% | ? | ?
O=C(COC(=O)c1cccs1)Nc1cccc(S(=O)(=O)NC2=NCCCCC2)c1 | 1.5% | -0.1% | 1.2 | 48.3 | -6.9% | ? | 8.8%
O=C(c1ccccc1-c1ccccc1)N1CCCCC1 | -3.8% | 17.9% | -3.6 | -6.1 | 1.6% | 36.7%[activator] | 7.7%
Cc1ccc(CNS(=O)(=O)N(C)C)cc1 | 5.3% | 6.9% | -2.6 | -6.0 | 4.6% | nt | 2.3%
CCOC(=O)C1(CCc2ccccc2)CCN(C(=O)c2cc(C)nc(C)n2)CC1 | 3.6% | -12.7% | 7.8 | 22.0 | -3.1% | ? | 5.0%
O=C1COc2ccc(C(=O)COC(=O)c3ccc([N+](=O)[O-])cc3Cl)cc2N1 | nt | 9.7% | nt | nt | -4.0% | 5.1% | -4.7%
Cc1cc2nc(CCN3CCOCC3)n(S(=O)(=O)c3ccc(C(C)(C)C)cc3)c2cc1C | 0.1% | ? | 11.6 | 38.4* | 1.8% | 21.4% | 6.5%
CN(C)c1ccc(/C=C(\Cl)c2nc3ccccc3s2)cc1 | -8.2% | 90.7%[activator] | 65.8* | 79.3* | -18.9% | 62.5%[activator] | ?
O=C(COC(=O)COc1ccccc1F)Nc1ccc2c(c1)OCO2 | nt | -15.1% | nt | nt | 5.8% | -6.9% | 24.4%
CCCCNC(=O)C1CC(=O)N(c2ccc(OC)cc2)C1c1ccc(OC)cc1 (stereo unspecified) | -0.6% | 7.2% | -1.5 | -10.8 | -3.5% | 82.4%[activator] | -10.0%
Cc1cc(Cl)ccc1C(=O)C1CCCN(C(=O)c2cc(C(C)C)no2)C1 (stereo unspecified) | 5.5% | -4.0% | 1.2 | -0.9 | 0.5% | 7.9% | -19.3%
COc1ccc(NC(=O)CCN2C(=O)C3CC=C(Cl)CC3C2=O)cc1 (stereo unspecified) | 1.7% | 14.0% | -0.9 | 11.9 | -2.1% | 17.7% | 7.7%

Other entries.
SMILES | LmPK inhibitor | Pf growth 48h | CHX counter | Shiga toxin inh | TbPYK inhibitor | Pf growth 96h | HCV inhibitor
COc1ccccc1OCc1ccc(C(=O)N2CCN(C(=O)c3ccco3)CC2)cc1 | 1.0% | nt | -5.8 | -8.5 | -5.0% | 3.7% | 1.2%
NC(=O)CCN(Cc1ccccc1)S(=O)(=O)c1ccccc1 | 4.6% | 40.1%[activator] | -2.9 | -20.5 | -11.7% | ? | 19.1%
Cc1c(C(=O)NCCc2ccccc2)oc2ccc(S(=O)(=O)N3CCOCC3)cc12 | 3.0% | ? | 15.4* | 14.6 | -5.7% | -3.0% | ?
O=C(CNCCc1ccccc1)Nc1ccc(C(=O)N2CCCCC2)cc1 | 0.0% | -18.3% | 27.9* | 72.9 | -4.0% | 21.9% | 16.5%
O=C(O)/C=C/c1cn(Cc2ccccc2Cl)nc1-c1ccccc1 | 11.5% | 8.9% | 6.4 | 14.7 | -22.4% | -11.2% | 10.3%
Cc1cccc(CC(=O)Nc2cc(C)c3c(=O)oc4ccccc4c3n2)c1 | 2.7% | -8.7% | -2.2 | 8.3 | -1.2% | 20.0% | ?
CCCCC1=CC2=CC(=O)C(C)(OC(=O)CC)C(=O)C2=CN1Cc1ccco1 (stereo unspecified) | -4.7%[11.5 µM] | 30.7%[activator] | 3.5 | 2.2 | -15.4% | ? | -19.1%
Cn1cccc1Cc1nnc(SCC(=O)NCCc2ccccc2)n1-c1ccc(F)cc1 | -4.9% | nt | -2.6 | 3.1 | -1.0% | ? | -14.5%
CCN(CC(=O)Nc1c(F)cccc1F)C(=O)c1cc2ccccc2oc1=O | nt | 44.9%[activator] | nt | nt | -13.8% | 31.2%[activator] | 4.1%
COc1ccc(S(=O)(=O)N2CCOCC2)cc1NC(=O)Cc1sc(C)nc1-c1ccc(F)cc1 | nt | ? | nt | nt | 0.9% | ? | -26.5%
NC(=O)[C@H]1CC2(CC(c3cccc(NC(=O)[C@H]4CCC(=O)N4)c3)=NO2)CN1C(=O)CC(c1ccccc1)c1ccccc1 (stereo partly specified) | -3.9% | -39.2% | -4.3 | -3.9 | 7.3% | ? | 16.7%
CC1(C)O[C@@H]2[C@H](O1)[C@@H](CO)O[C@H]2n1c(N2CCCCC2)nc2c(N)ncnc21 | nt | -1.3% | nt | nt | -2.4% | 8.1% | -12.7%
Cc1nc(N2CCN(c3ccccc3)CC2)[nH]c(=O)c1Cc1ccccc1 | 3.4% | -3.3% | -6.4 | 3.3 | -7.7% | ? | 22.1%
Fc1ccc(-c2csc(Nc3ccccn3)n2)cc1 | 3.2% | 240.7%[activator] | 48.1* | 92.4* | -1.1% | 2.1% | ?
CCOC(=O)c1cnc(-n2cc(C)cn2)nc1Nc1ccccc1OC | 3.6% | -8.8% | -0.9 | -5.0 | 7.9% | nt | ?
COc1ccccc1N1CCN(/N=C/c2ccc(C(=O)O)cc2)CC1 | -2.8% | 253.5%[activator] | 48.2* | 154.1* | -3.7% | ? | 3.9%
COc1ccc(/C=N/Nc2ncnc3sc4c(c23)CCCC4)cc1O | -0.6% | 81.5%[activator] | 27.5* | 79.2* | -6.9% | -23.5% | 11.2µM*
O=C(COC(=O)c1cc(Br)ccc1O)Nc1ccc2c(c1)OCCO2 | nt | 33.4%[activator] | nt | nt | 5.8% | 14.5% | 1.1%
CCOC(=O)c1c(NC(=O)c2cc(-c3ccc(O)cc3)on2)sc(C(C)=O)c1C | 1.7% | 32.2%[activator] | -2.3 | -4.8 | 9.6% | 21.6% | 0.2%[8.37 µM]
O=C(/C=C/c1ccc(O)c(O)c1)NC(=O)c1ccccc1O | -19.1% | 73.0%[activator] | 14.8 | 23.5 | -0.1% | 150.5%[activator] | -29.1%
CCN(C(=O)Cn1nc(C)c([N+](=O)[O-])c1C)C1CCS(=O)(=O)C1 (stereo unspecified) | nt | -8.9% | nt | nt | 3.9% | 25.6% | 3.6%
O=C1NC(=Nc2ccccc2)S/C1=C/c1cccs1 | 5.6%[11.5 µM] | 167.0%[activator] | 40.7* | 69.4* | 2.5% | 31.0%[activator] | 10.4%
CN1CCN(C(=O)C2=C[C@@H](c3ccccc3)C[C@@H](OCCCCO)O2)CC1 | 1.9% | 13.4% | -1.4 | 14.7 | 1.3% | 11.8% | 15.1%
Cc1ccc(Cn2nnnc2CN2CCC(n3nnc4cc(C)ccc43)CC2)cc1 | 5.7% | ? | -3.0 | 26.4 | -3.3% | 13.1µM* | -28.4%
Cc1nnc(N(Cc2ccccc2)C(=O)c2cnccn2)s1 | 1.4% | 16.1% | -4.4 | 9.9 | -3.3% | 14.8% | 8.2%

Next section, overlapping the part above by 2 compounds.
SMILES | LmPK inhibitor | Pf growth 48h | CHX counter | Shiga toxin inh | TbPYK inhibitor | Pf growth 96h | HCV inhibitor
Cc1ccc(Cn2nnnc2CN2CCC(n3nnc4cc(C)ccc43)CC2)cc1 | 5.7% | ? | -3.0 | 26.4 | -3.3% | 13.1µM* | -28.4%
Cc1nnc(N(Cc2ccccc2)C(=O)c2cnccn2)s1 | 1.4% | 16.1% | -4.4 | 9.9 | -3.3% | 14.8% | 8.2%
Cc1ccc2cc(C)c(SCC(=O)NCc3ccco3)nc2c1 | 4.0% | -4.6% | -0.5 | -5.4 | -12.4% | 18.6% | ?
Cc1ccc2c(c1)nnn2C1CCN(CC(=O)N(c2ccccc2)c2ccccc2)CC1 | 7.7% | 6.57µM* | -1.1 | -4.0 | 3.0% | 11.7µM* | ?
O=C(NCCCc1ccccc1)C(=O)NCC1OCCN1S(=O)(=O)c1ccc(F)cc1 (stereo unspecified) | -4.3% | 8.9% | -6.7 | -19.9 | -0.1% | ? | -10.6%
CCOc1ccc2nc(NCCCO)[nH]c2c1 | 3.4% | -11.3% | -1.5 | 12.9 | -2.3% | -3.9% | 8.1%
O=C(OCc1nc2scc(-c3ccccc3)c2c(=O)[nH]1)c1ccco1 | nt | 2.5% | nt | nt | -6.2% | -5.0% | ?
CC(C)(Oc1ccc(Cl)cc1)C(=O)N1CCC(C(N)=O)CC1 | -7.9% | 19.1% | -1.5 | 17.3 | -0.6% | 3.5% | 9.7%
CC(C)(C)C1=Nn2c(nnc2C2CCCCC2)SC1 | 5.5% | ? | -0.4 | -1.8 | -4.0% | nt | 7.9%
CCn1c(C)nc2cc(C(=O)NNC(=O)Nc3ccc(Cl)cc3)ccc21 | -5.1% | 2.1% | -2.9 | -4.2 | 1.7% | 19.0% | -28.0%
O=C(CCCCCn1c(=S)[nH]c2ccsc2c1=O)NC1CCCCC1 | -11.4% | -9.8% | -3.3 | -10.2 | ? | 13.1µM* | 10.9%
